Screens as filed in PubChem.
Integrin act MD = activators of alpha7 integrin expression for muscular dystrophy. alpha7betagal myoblasts, beta-gal FDG fluorescence, 48 h. Potency, µM (series often up to 38.3 µM), inactives show at the top dose activation, most hits filed as activators. 350,000 compounds, 0.064% hits;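 further: potency means the concentration at half of the fitted maximal effect; 100% = response of the positive control SU9516; nearly all actives have a fitted effect of over 60% in size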
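Alpha7betagal+/- myoblasts (passage 13) were plated 16-24 hr, then exposed to compounds (1:260 dilution of DMSO stock) for 48 hours at 37C. After MPER lysis, β-galactosidase reporter activity was read as FDG fluorescence (ex 480/em 540) after 30 minutes.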
PTAP TSG101 blk = blocks PTAP/TSG101 interaction to inhibit HIV-1 budding. Fluorescence polarization, FITC-PTAP peptide / Tsg101 binding. Potency, µM (series often up to 115 µM), inactives show at the top dose activity change, negative = inhibition, actives largely listed as inhibitors. 340,000 tested, under 10 active. AID 493005; active means well fitted inhibition curve with a large enough effect in the main read-out, with a control signal flat, not every such curve was filed as active; inconclusive means small, poorly fitted or top-dose-only effect, or effect the other way, or a change in a side signal; inactive means no such curve, though single readings can be large or run the other way; further: potency means the concentration at half of the fitted maximal effect; % of control where 0% means no effect
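Fluorescence anisotropy tracks displacement of a FITC-tagged PTAP peptide (50 nM) from the Tsg101 binding domain (10 uM), following a 20 min room-temperature incubation at pH 7.5.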
B2AR arrestin = beta2AR (human) beta-arrestin recruitment activity. beta-arrestin recruitment to beta2AR, cell-based reporter. Potency, µM (series often up to 46.1 µM), for the others: at the highest dose activation, usual class: activators. 330,000 compounds, 0.02% hits. AID 492947;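 further: potency means the concentration at half of the fitted maximal effect; 0% = DMSO controls and full agonism = EC100 isoproterenol or metaproterenol; nearly all actives have a fitted effect of over 65% in size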
Tb PFK inh = blocks T. brucei phosphofructokinase; O15648; T. brucei PFK, ADP-Glo luminescence; Potency, µM (highest dose often 57.5 µM), inactives show at the highest dose activity, negative = inhibition, actives largely listed as inhibitors; 330,000 compounds, 0.17% hits; AID 485367;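 further: potency means the concentration at half of the fitted maximal effect; 0% = uninhibited 1x PFK enzyme wells and -100% = no-enzyme wells; nearly all actives have a fitted effect of over 60% in size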
Target sequence (O15648 whole entry, looked up): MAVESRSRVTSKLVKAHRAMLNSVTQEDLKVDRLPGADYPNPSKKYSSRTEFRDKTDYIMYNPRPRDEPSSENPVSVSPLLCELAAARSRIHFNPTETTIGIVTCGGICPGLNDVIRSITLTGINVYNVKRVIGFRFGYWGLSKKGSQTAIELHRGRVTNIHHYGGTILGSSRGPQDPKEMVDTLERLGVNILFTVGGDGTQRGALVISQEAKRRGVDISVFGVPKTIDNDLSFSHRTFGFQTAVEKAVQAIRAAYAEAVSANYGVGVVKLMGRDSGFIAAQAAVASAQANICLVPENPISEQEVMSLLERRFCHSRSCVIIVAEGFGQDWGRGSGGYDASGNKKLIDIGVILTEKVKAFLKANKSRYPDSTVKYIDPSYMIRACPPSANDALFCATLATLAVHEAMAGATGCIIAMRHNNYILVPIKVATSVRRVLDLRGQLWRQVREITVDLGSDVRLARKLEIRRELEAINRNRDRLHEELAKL
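Luminescent ADP detection (ADP-Glo, two-step: ATP depletion then ADP-to-ATP conversion for luciferase) reported PFK activity after 45 min room-temperature reaction of 1.25 nM enzyme with 0.5 mM F6P and 0.1 mM ATP at pH 8.0.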
S-ASM inh = human S-ASM enzyme inhibition; P17405; placental ASM, HMU-PC fluorogenic substrate, 60 min; Potency, µM (top dose mostly 57.5 µM), inactives show at the highest dose activity change, negative = inhibition, most hits filed as inhibitors; 340,000 compounds, 0.006% hits; AID 504937; further: potency means the concentration at half of the fitted maximal effect
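Fluorogenic HMU-PC substrate (9 uM final) is turned over by placental ASM in 60 min at 37 C after a 10 min compound preincubation. Reaction ended by alkaline stop (pH 10), with fluorescence read at 386/447 nm.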
PKM2 activator = activators of human pyruvate kinase M2; P14618; AID 1631; Potency, µM (series often up to 57.5 µM), inactives show at the top dose activation, actives largely listed as activators; purified PKM2, Kinase-Glo ATP luminescence, activation; response scale: 0% is enzyme alone, no compound; 260,000 compounds, 0.34% hits; further: potency means the concentration at half of the fitted maximal effect; on the % scale 0 is the no-effect control and ±100 the full control effect; nearly all actives have a fitted effect of over 55% in size
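Kinase-Glo luminescence reports ATP generated from ADP (0.1 mM) and PEP (0.5 mM) by purified hPK-M2 after 1 h at room temperature, pH 7.2 imidazole buffer; intermediate enzyme activity allows detecting inhibitors and activators.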
Menin MLL FP TR = menin-MLL binding inhibition, Texas Red mutant peptide; O00255; Potency, µM (titrated, usually from 61.6 µM), without a hit: at the highest dose FP activity change, negative = inhibition, usual class: inhibitors; 270,000 compounds, 0.23% hits; AID 1768; Menin + Texas Red MLL mutant peptide, fluorescence polarization; active means well fitted inhibition curve with a large enough effect in the polarisation, with a control signal flat, not every such curve was filed as active; inconclusive means small, poorly fitted or top-dose-only effect, or effect the other way, or a change in a side signal; inactive means no such curve, though single readings can be large or run the other way; the % refers to the polarisation; further: potency means the concentration at half of the fitted maximal effect; % of control where 0% means no effect; many of its hits are not listed in these tables
Target sequence (O00255 whole entry, looked up): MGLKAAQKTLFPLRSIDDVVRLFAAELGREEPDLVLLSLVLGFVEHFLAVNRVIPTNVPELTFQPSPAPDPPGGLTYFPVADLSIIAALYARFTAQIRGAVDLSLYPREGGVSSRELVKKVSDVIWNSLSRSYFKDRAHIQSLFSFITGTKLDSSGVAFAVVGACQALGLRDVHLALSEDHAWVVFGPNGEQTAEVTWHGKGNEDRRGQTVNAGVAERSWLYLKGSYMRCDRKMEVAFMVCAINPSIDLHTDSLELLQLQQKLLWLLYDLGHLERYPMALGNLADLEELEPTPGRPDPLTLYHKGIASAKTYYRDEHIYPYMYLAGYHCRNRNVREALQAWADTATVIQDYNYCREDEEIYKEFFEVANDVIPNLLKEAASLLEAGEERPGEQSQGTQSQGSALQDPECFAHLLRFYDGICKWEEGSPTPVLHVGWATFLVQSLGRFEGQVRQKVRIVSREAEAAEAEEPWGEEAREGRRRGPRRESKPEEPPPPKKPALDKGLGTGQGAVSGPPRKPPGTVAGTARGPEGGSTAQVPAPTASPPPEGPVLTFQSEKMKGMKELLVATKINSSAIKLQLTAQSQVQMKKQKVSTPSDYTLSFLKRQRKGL
Chronic BCR inh = blocks chronic active B-cell receptor signaling. ABC-DLBCL IkBa-CBG/CBR reporter, luminescence ratio, 4 h. 340,000 compounds, 0.05% hits. Potency, µM (highest dose often 46.1 µM), without a hit: at the top dose ratio change, negative = lower green/red ratio, most hits filed as inhibitors; active means well fitted inhibition curve with a large enough effect in the signal ratio, with a control signal flat, not every such curve was filed as active; inconclusive means small, poorly fitted or top-dose-only effect, or effect the other way, or a change in a side signal; the % refers to the signal ratio;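 further: potency means the concentration at half of the fitted maximal effect; plate controls were basal doxycycline-induced cells for no effect and cells given 10 µM MG132 for full effect; MG132 reads +100%, hits lower the ratio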
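TMD8 ABC-DLBCL cells carrying doxycycline-inducible green luciferase fused to IkappaBalpha plus unfused red luciferase were exposed to compounds (up to 46 uM) for 4 hrs at 37C. Activity came from the overlap-corrected green/red luminescence ratio.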
GALK inhibitor = galactokinase (human) inhibition; Purified GALK, Kinase-Glo residual ATP luminescence; Potency, µM (top dose mostly 57.5 µM), for the others: at the highest dose activity change, negative = inhibition, hits mostly inhibitors; 270,000 compounds, 0.007% hits; P51570; AID 1868; further: potency means the concentration at half of the fitted maximal effect; on the % scale 0 is the no-effect control and ±100 the full control effect
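Galactose (100 uM) and ATP (35 uM) were turned over by 5 nM GALK for 1 h at RT. Kinase-Glo Plus then converted the remaining ATP into a luminescent signal.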
Coupling enz = inhibits coupling enzyme system, counter-screen for aldolase hits; coupling enzyme system counterscreen, AmpLite Red fluorescence; activity change, negative = inhibition, % at 58.2 µM, hits read low; 290,000 compounds, 0.67% hits; AID 2472; in the data active means activity change below about -30%; further: on the % scale 0 is the no-effect control and ±100 the full control effect
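Coupling enzymes only (glyceraldehyde-3-phosphate) + compound, at 57.5 uM final, 10 min RT; add substrate/coupling/AmpLite Red mix, 20 min RT; fluorescence ex 525/em 598 nm. Actives flag coupling-system interference.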
Giardia killer = Giardia lamblia killing; Giardia lamblia trophozoite viability; 340,000 compounds, 0.15% hits; activity change, % at 7.66 µM, hits read low; AID 540267; in the data active means activity change below about -80%; inconclusive means between about -30% and that limit;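 further: parasites exposed to compound for two days anaerobically before the ATP read; on the % scale 0 is the no-effect control and ±100 the full control effect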
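Each well holds 100 Giardia trophozoites and compound. After two days (48 hrs) at 37 deg C in anaerobic conditions, ATP is quantified by luminescence.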
Numbers without * were called inactive; ? = inconclusive; nt = not tested or not shown; [ ] = dose if it differs, or a comment. Unless noted, the call rests on the fitted dose curve; in most records, active means well fitted curve in the direction sought with a large enough effect; inconclusive means small, poorly fitted or top-dose-only effect, or another doubt; inactive means no such curve, though single readings can be large; an effect the other way counts as inactive or inconclusive. The list is partial; the hit share may differ from the screen's.

The line under a structure holds: PKM2 activator	Tb PFK inh	Giardia killer	PTAP TSG101 blk	Menin MLL FP TR	Chronic BCR inh	GALK inhibitor	Integrin act MD	Coupling enz	B2AR arrestin	S-ASM inh
OC(C#CCN1CCOCC1)(c1ccccc1)C1CCCCC1 (stereo not drawn)
  -12.3%	-5.7%	2.1	-1.6%	13.6%	0.4%	nt	13.2%	1.9	0.1%	5.3%
O=C(NNC(=O)c1cc2ccccc2cc1O)Nc1ccccc1F
  1.4%	-7.6%	-9.1	-1.6%	?	2.4%	-5.2%	5.1%	1.8	-0.2%	4.6%
Cc1ccc(C(=O)OCc2nnc(-c3ccc(Br)cc3)o2)cc1
  nt	3.8%	11.3	0.0%	-8.7%	-0.1%	-0.8%	8.4%	1.0	0.1%	-9.0%
CC(=O)OCc1c(C(F)(F)F)nn(C)c1Oc1ccccc1
  0.0%	-4.0%	9.8	-5.5%	0.1%	-0.7%	0.6%	7.4%	5.8	-0.2%	5.5%
CC(OC(=O)CN1C(=O)c2ccccc2C1=O)C(=O)NC1(C#N)CCCCC1 (stereo not drawn)
  nt	1.3%	6.3	-9.0%	nt	?	nt	?	nt	0.1%	-3.1%
CCC(=O)c1ccc(N2CCN(C(=O)c3cc([N+](=O)[O-])ccc3N3CCN(C)CC3)CC2)c(F)c1
  -3.9%	-7.6%	-22.3	1.5%	-15.1%	0.4%	-1.1%	-25.9%	1.5	0.3%	-9.9%
Cc1cccc(C)c1N(CC(=O)N1CCOCC1)S(C)(=O)=O
  -1.1%	-3.2%	13.0	-0.1%	-5.9%	-4.3%	0.5%	41.0%	-1.7	-0.1%	1.6%
Cc1cc(OCC(=O)Nc2cccc(S(=O)(=O)NC3=NCCCCC3)c2)ccc1Cl
  -3.2%	?	-8.4	0.1%	-4.8%	?	-1.2%	-16.2%	2.0	0.3%	-3.3%
Cc1cc(C(F)(F)F)nc(SCC(=O)NC2CC3CCC2C3)n1 (stereo not drawn)
  6.8%	0.7%	4.2	0.3%	-20.6%	6.5%	-1.2%	-13.1%	8.8	-0.4%	-1.3%
CC(=O)OC[C@H]1O[C@@H](O/N=C/[C@@H](C)[C@H](OCc2ccccc2)C(C)C)[C@H](OC(C)=O)[C@@H](OC(C)=O)[C@@H]1OC(C)=O
  -13.8%	1.1%	nt	nt	-5.1%	-2.8%	nt	nt	-1.0	0.2%	nt
O=C1c2cccc(OCC(=O)N3N=C(c4cccs4)CC3c3ccc(F)cc3)c2CCN1Cc1cccnc1 (stereo not drawn)
  -1.7%	-4.4%	-9.7	-5.7%	-10.3%	?	0.2%	-28.9%	1.6	0.7%	-5.6%
Cc1cc(C)cc(N(CC(=O)Nc2c(C)n(C)n(-c3ccccc3)c2=O)S(C)(=O)=O)c1
  3.8%	-1.5%	-13.8	-8.7%	2.5%	-3.0%	-1.5%	-1.3%	-0.2	-0.1%	0.0%
COc1ccc(C)cc1Nc1nc(N)c2cc(OC)c(OC)cc2n1
  nt	?	6.1	-6.6%	?	?	0.1%	-62.6%[inhibitor]	0.2	0.1%	-0.8%
CCS(=O)(=O)Nc1ccc(C2=NN(C(=O)c3ccccc3)C(c3cccs3)C2)cc1 (stereo not drawn)
  -0.5%[0.46 µM]	-0.8%	?	-2.5%	59.8%[activator]	?	4.1%	-26.2%	-1.3	-0.4%	-9.4%
COc1cc(SC)ccc1C(=O)N1CCN(S(=O)(=O)/C=C/c2ccccc2)CC1
  nt	-1.0%	-6.3	-6.9%	nt	0.0%	nt	15.8%	nt	0.5%	-2.5%
Cc1cc(C)c(NC(=O)Cn2cc3c(n2)CCCC3)c(C)c1
  -1.8%	0.6%	?	1.5%	-3.4%	1.8%	0.9%	26.4%	2.2	-0.3%	5.0%
Cc1cccc(C)c1NC(=S)N/N=C/c1c(Cl)cccc1Cl
  -7.2%	-1.0%	-16.4	2.8%	?	-0.7%	0.3%	-2.7%	-0.6	-0.1%	6.7%
CC1(C)CC(=O)C(=Cc2cn(CCC#N)nc2-c2ccc(Cl)cc2)C(=O)C1
  16.6%	2.2%	-4.0	0.8%	14.9%	?	-3.3%	-1.5%	5.7	0.0%	1.6%
CCOC(=O)c1c(NC(=O)COC(=O)c2cccnc2OCC)sc(C(=O)N(CC)CC)c1C
  nt	14.4%	17.3	-14.5%	nt	0.2%	nt	0.7%	nt	0.8%	-5.1%
Cc1nn(C)c(C)c1NC(=O)c1ccc(Cl)cc1
  0.2%	2.9%	12.7	-9.4%	nt	9.8%	-0.6%	-10.0%	3.1	0.3%	-2.0%
CN(C(=O)COC(=O)C1=COCCO1)C1(C#N)CCCCC1
  nt	-5.0%	5.5	-0.3%	nt	1.5%	nt	11.5%	nt	0.0%	4.6%
O=C(O)c1cccnc1-c1ncccc1C(=O)O
  -5.9%	0.6%	1.4	-0.2%	-1.1%	-0.8%	-1.7%	-0.3%	3.0	0.1%	1.2%
CC1CC(C)CN(C(=O)c2ccc3c(c2NCCO)C(=O)c2ccccc2C3=O)C1 (stereo not drawn)
  -17.8%	-12.1%	3.5	?	?	?	0.1%	-14.9%	-1.9	-1.0%	-22.9%
COc1ccc(CCNC(=O)c2nnn(-c3cccc(C)c3)c2N)cc1OC
  9.0%	2.7%	12.5	-1.8%	-0.8%	1.2%	-1.6%	-6.1%	-5.5	0.0%	-5.6%
CCC/C(=N\NC(=O)CNC(=O)/C=C/c1ccco1)c1ccccc1
  -2.2%	-8.1%	9.0	-2.2%	11.6%	-14.7%	0.8%	15.8%	-0.9	4.3%	1.0%
O=C(NCCc1ccc(Cl)cc1Cl)C1=CC=CN2CCS(=O)(=O)N=C12
  nt	-4.2%	-25.0	-2.1%	nt	-6.3%	nt	-42.7%	nt	-0.2%	31.1%[activator]
Cc1cccc(N2CCN(C(=O)CCS(=O)(=O)c3ccc4c(c3)oc(=O)n4C)CC2)c1C
  nt	-6.4%	-19.4	-6.2%	nt	1.9%	4.7%	0.0%	nt	0.0%	-0.7%
CCN(CC)Cc1c[nH]c2c(C(=O)OC)cccc12
  7.4%	2.9%	0.5	-1.1%	11.5%	?	-0.8%	14.3%	5.4	0.0%	-1.3%
COc1ccc(CCNC(=O)Cc2cccs2)cc1OC
  -1.3%	4.5%	-2.1	-0.1%	1.8%	4.0%	-1.3%	4.6%	3.0	0.2%	3.8%
O=[N+]([O-])c1ncn(C23CC4CC(CC(C4)C2)C3)n1
  6.1%	4.3%	-19.4	0.5%	nt	5.9%	-4.8%	-9.4%	2.3	-0.8%	-2.7%

New compounds follow
The line under a structure holds: PKM2 activator	Tb PFK inh	Giardia killer	PTAP TSG101 blk	Menin MLL FP TR	Chronic BCR inh	GALK inhibitor	Integrin act MD	Coupling enz	B2AR arrestin	S-ASM inh
C=CCOC(=O)C1=C(C)NC(=O)NC1/C=C/c1ccccc1OC (stereo not drawn)
  -1.8%	-7.8%	-0.9	0.4%	?	?	0.2%	-11.0%	-1.4	-0.8%	6.2%
CC(=O)N1CCCC1(C(=O)O)c1ccccc1 (stereo not drawn)
  2.3%	2.6%	14.1	-0.9%	nt	-0.8%	-0.4%	25.3%	-3.0	-0.3%	6.1%
Cc1cc(C(=O)N/N=C/c2cccc([N+](=O)[O-])c2)c(C)n1-c1ccccc1
  0.1%	0.3%	5.9	-0.1%	16.0%	?	0.3%	-14.0%	-4.9	0.2%	-3.1%
COc1ccc(/C=N/Nc2nc(=O)[nH]nc2C)cc1OC
  -27.8%	2.3%	-13.6	-26.8%	nt	?	-1.3%	-6.5%	-0.5	-0.1%	4.4%
COc1cc(C(=O)NCc2ccc(-n3cccc3)cc2)cc(OC)c1OC
  nt	-3.5%	nt	nt	11.7%	?	1.4%	nt	2.0	0.0%	nt
O=c1cc(O)nc(SC23CC4CC(CC(C4)C2)C3)[nH]1
  -1.7%	-1.6%	9.6	0.2%	1.7%	1.4%	5.9%	-21.5%	2.0	0.1%	-1.8%
O=C(Nc1ccccc1N1CCN(c2ccc(F)cc2)CC1)c1ccccc1
  0.0%	-7.6%	-7.7	-7.5%	-0.9%	?	-0.3%	12.5%	-11.8	0.0%	-13.1%
Cc1c(CC(=O)NCCC(C)C)c(=O)oc2cc3c(cc12)CCC(C)(C)O3
  nt	-15.6%	-15.2	-4.4%	?	?	nt	21.3%	-4.1	0.0%	4.4%
COc1ccc(NC(=O)c2ccccc2CC[N+](=O)[O-])cc1
  3.9%	0.5%	-16.2	-1.1%	11.2%	1.2%	1.1%	-19.9%	-0.3	0.0%	-1.6%
